LYP phosphatase: PTPN22 lymphoid phosphatase activity blockers – biochemical, fluorescence intensity, uHTS (AID 1779); recombinant LYP phosphatase, fluorescence intensity; higher % means a stronger effect; inhibition, % at 11.5 µM, or IC50 in µM where a hit was titrated; 290,000 compounds, 0.054% hits; in the data active = inhibition above about 50%;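 also: plate controls were vehicle with enzyme for no effect and no enzyme for full effect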
MgcRacGAP inhibition: MgcRacGAP GTPase-activating activity inhibitors, confirmation, biochemical, ADP Hunter fluorescence | MgcRacGAP-stimulated Rac1 GTP hydrolysis, ADP Hunter fluorescence; higher % means a stronger effect; GST-tagged Rac1 F28L mutant substrate | one-dose inhibition, % at 30 µM; IC50 in µM for titrated hits | 340,000 compounds, 0.6% hits;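 active = first-screen hits whose inhibition reached a set limit at any dose in the follow-up dose series; inconclusive = inhibition above the set first-screen limit but never retested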;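 also: fluorescence reports GDP produced by GAP-driven GTP hydrolysis; strong numbers were not always called active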
PhoP inhibition: PhoP-dependent GFP reporter repression – Salmonella Typhimurium, primary screen (AID 1863). S. Typhimurium PhoP-regulated promoter GFP reporter, 4 h; higher % means a stronger effect. inhibition, % at 50 µM, or IC50 in µM where a hit was titrated. 300,000 compounds, 0.16% hits;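 active = inhibition over 29.93%, a cutoff 3 SD above the screen mean, later confirmed by dose response; inconclusive = inhibition over 29.93% but no dose response follow-up; inactive = inhibition at most 29.93% or unconfirmed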;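 also: 0% = low Mg2+ inducing control and 100% = high Mg2+ repressing control; strong numbers were not always called active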
NTR1 ag: agonists of NTR1, primary screen, imaging, U2OS cells, beta-arrestin-GFP, high content (AID 493036) | P30989 | NTR1-U2OS beta-arrestin-GFP spot imaging, agonist mode | activation, % at 20 µM | 330,000 compounds, 0.17% hits;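 active = activation at or above 40% of the spot to cytoplasm intensity ratio, with at least 20 cells analyzed; inconclusive = wells under 20 cells, flagged as cytotoxic or low count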;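 also: 0% = DMSO without peptide and 100% = 100 nM NTR1 peptide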
Target sequence (P30989 whole entry, looked up): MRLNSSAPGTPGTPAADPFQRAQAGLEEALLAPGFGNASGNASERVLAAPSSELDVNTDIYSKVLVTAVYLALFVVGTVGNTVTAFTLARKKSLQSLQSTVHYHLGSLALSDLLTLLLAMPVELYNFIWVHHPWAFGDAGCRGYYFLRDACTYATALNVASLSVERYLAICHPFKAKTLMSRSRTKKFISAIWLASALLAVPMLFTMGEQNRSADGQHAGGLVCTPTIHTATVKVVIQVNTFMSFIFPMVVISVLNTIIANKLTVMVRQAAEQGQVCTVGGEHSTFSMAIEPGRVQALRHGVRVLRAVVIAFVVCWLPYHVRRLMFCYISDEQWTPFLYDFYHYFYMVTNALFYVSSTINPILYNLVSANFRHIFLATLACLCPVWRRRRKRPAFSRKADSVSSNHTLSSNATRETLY
Myeloid diff 2: promotes myeloid progenitor differentiation; ER-HoxA9 myeloid progenitors, lysozyme-GFP differentiation, flow cytometry; calls only at 10 µM; 360,000 compounds, 1% hits;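 active = normalized GFP-positive differentiation at or above the plate's own cutoff, the solvent-only control mean plus 3 SD; inconclusive = no clear call, values can overlap the other calls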;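 also: cells exposed to compound for four days before flow analysis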
HIV fusion peptide: inhibitors of HIV fusion peptide binding, primary screen, biochemical, uHTS, fluorescence dequenching (AID 1986); cell-free peptide binding, fluorescence dequenching, 30 min; higher % means a stronger effect; inhibition, % at 20 µM; hits with a dose series show IC50 in µM; 290,000 compounds, 0.3% hits; in the data active = inhibition mostly above about 52%, no sharp cut-off; inactive = mostly below about 76%; also: some results filed as inactive read as strong as hits
Siah-1 displacement: Siah-1 peptide-binding antagonists, primary screen, biochemical, fluorescence polarization, rhodamine-plectin, uHTS (AID 1817); Siah-1 / rhodamine-plectin peptide fluorescence polarization; higher % means a stronger effect; displacement, % at 20 µM; hits with a dose series show IC50 in µM; 290,000 compounds, 0.02% hits;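 active = displacement of at least 50% at 20 µM, with a fluorescence ratio check between 0.3 and a set limit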;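 also: plate controls were Siah plus tracer with DMSO for no effect and tracer alone without Siah for full effect; strong numbers were not always called active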
GPR55 antagonists: inhibition of LPI-stimulated GPR55 beta-arrestin translocation – imaging, U2OS, beta-arrestin-GFP, LPI agonist, primary screen (AID 2013); U2OS GPR55 beta-arrestin-GFP translocation imaging, LPI antagonism; higher % means a stronger effect; inhibition, % at 10 µM, or IC50 in µM where a hit was titrated; 290,000 compounds, 0.13% hits;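 active = spots per cell inhibited over 60%, with over 100 cells counted and total cytoplasm intensity under 500,000; inconclusive = wells with under 100 cells, flagged as likely toxic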;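 also: U2OS cells stably carrying GPR55 and arrestin-GFP stimulated by 5 µM LPI near EC80; imaged beta-arrestin-GFP aggregate spots per cell after agonist stimulation; plate controls were LPI-stimulated DMSO wells for no effect and DMSO wells without LPI for full effect; some results filed as inactive read as strong as hits; confirmed hits need IC50 under 10 µM and bright autofluorescent wells are also inconclusive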
GPR35 antagonists: GPR35 antagonists blocking zaprinast-driven arrestin recruitment, primary screen, imaging, U2OS, beta-arrestin-GFP, zaprinast agonist (AID 2058) | U2OS GPR35 beta-arrestin-GFP translocation imaging, zaprinast antagonism; higher % means a stronger effect | inhibition, % at 10 µM, or IC50 in µM where a hit was titrated | 290,000 compounds, 0.052% hits;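 active = inhibition of at least 50% with at least 30 cells and total cytoplasm GFP at most 10,000,000; inconclusive = under 30 cells or total GFP of 10,000,000 plus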
NTR1 ag cell count 20 µM: recorded beside NTR1 ag, whose call it bears; cell count; measured here: cell count, cytotoxicity flag
Myeloid diff 2 GFP+ MAC1+ %: further read-out of Myeloid diff 2, marked with its call; GFP+ MAC1+ double positive, %; measured here: differentiation confirmed by MAC1 staining
Numbers without * were called inactive; i = inactive; ? = inconclusive; . = not tested or not shown.

Under each structure – GPR55 antagonists | GPR35 antagonists | NTR1 ag | MgcRacGAP inhibition | PhoP inhibition | Siah-1 displacement | HIV fusion peptide | LYP phosphatase | Myeloid diff 2 | NTR1 ag cell count 20 µM | Myeloid diff 2 GFP+ MAC1+ %
- CCOC(=O)Cc1csc(NC(=O)Cc2cccs2)n1
 : 5% | 6% | 1.8 | 6% | 8% | -8% | -2.2% | -2% | i | 71 | 0.6
- C=CCc1ccc(OC)c(OC)c1
 : -8% | 6% | 0.6 | -5% | -3% | 3% | 0.6% | -9% | i | 96 | 3.0
- O=C(N/N=C/c1ccccn1)c1cc([N+](=O)[O-])cc([N+](=O)[O-])c1
 : 12% | -4% | 4.5 | 10% | -1% | -10% | 1.6% | 0% | i | 82 | 0.3
- Cc1ccc(-c2ccc(/C=N/n3cnnc3)o2)cc1Cl
 : 4% | 8% | -0.5 | 3% | -13% | 7% | -0.5% | 0% | i | 59 | 0.0
- COc1ccc(NC(=S)NC23CN4CN(CN(C4)C2)C3)c(OC)c1
 : -1% | 16% | 4.0 | 13% | 3% | 5% | 2.7% | -2% | i | 37 | 0.3
- COCCNC(=O)COc1ccc(C)cc1C
 : 6% | 1% | 0.2 | -5% | 1% | -1% | -1.1% | -12% | i | 52 | 1.3
- O=C(c1c[nH]c(C(=O)C(Cl)(Cl)Cl)c1)c1ccc(F)cc1F
 : -10% | 12% | 0.5 | 9% | -7% | 0% | -0.6% | 2% | i | 83 | 0.3
- Cc1ccc(C(=O)N/C(=C\c2sccc2C)C(=O)NCc2ccco2)cc1
 : 3% | -1% | -0.1 | 0% | 13% | 1% | -1.7% | -3% | i | 26 | 0.8
- CCOC(=O)CSc1ccc(-c2nc3ccccc3[nH]2)cn1
 : 11% | -12% | -3.8 | 6% | 1% | -1% | 0.9% | -1% | i | 82 | 1.1
- Cc1ccc(O)c(NC(=O)c2noc(C(C)C)c2[N+](=O)[O-])c1
 : 18% | -4% | 1.2 | 1% | -7% | -2% | -0.5% | 1% | i | 38 | 0.2
- CCN(CC)C(=O)N1CCC(NC(=O)c2ccc(C(C)(C)C)cc2)CC1
 : -1% | 22% | -1.1 | 6% | -9% | -1% | 4.4% | 1% | i | 91 | 0.0
- Cc1onc(-c2ccccc2)c1C(=O)N/N=C/c1c[nH]c2ccccc12
 : 0% | 0% | -1.5 | -6% | -1% | -2% | -0.7% | 3% | i | 28 | 0.6
- O=C(c1cccc([N+](=O)[O-])c1)N1CCN(c2n[nH]c(=O)[nH]c2=O)CC1
 : 0% | -5% | -0.9 | 9% | -2% | 1% | -0.3% | -8% | i | 45 | 0.1
- CCc1ccc(Nc2nc(N3CCOCC3)nc(N3CCOCC3)n2)cc1
 : 9% | 10% | 1.4 | 13% | -3% | 0% | 1.3% | -7% | i | 57 | 2.0
- CC(Nc1cccc(F)c1)C(=O)Nc1ccc(S(N)(=O)=O)cc1 (configuration not stated)
 : 7% | -16% | 1.8 | 1% | 0% | 5% | -1.3% | -2% | i | 53 | 0.6

Single records, from the list above. Screens in order: GPR55 antagonists | GPR35 antagonists | NTR1 ag | MgcRacGAP inhibition | PhoP inhibition | Siah-1 displacement | HIV fusion peptide | LYP phosphatase | Myeloid diff 2 | NTR1 ag cell count 20 µM | Myeloid diff 2 GFP+ MAC1+ %
Profile of CCN(CC)C(=O)N1CCC(NC(=O)c2ccc(C(C)(C)C)cc2)CC1 → -1% | 22% | -1.1 | 6% | -9% | -1% | 4.4% | 1% | i | 91 | 0.0
Profile of CC(Nc1cccc(F)c1)C(=O)Nc1ccc(S(N)(=O)=O)cc1 (configuration not stated) → 7% | -16% | 1.8 | 1% | 0% | 5% | -1.3% | -2% | i | 53 | 0.6
Profile of Cc1onc(-c2ccccc2)c1C(=O)N/N=C/c1c[nH]c2ccccc12 → 0% | 0% | -1.5 | -6% | -1% | -2% | -0.7% | 3% | i | 28 | 0.6
Profile of CCOC(=O)CSc1ccc(-c2nc3ccccc3[nH]2)cn1 → 11% | -12% | -3.8 | 6% | 1% | -1% | 0.9% | -1% | i | 82 | 1.1

Next section
Under each structure – GPR55 antagonists | GPR35 antagonists | NTR1 ag | MgcRacGAP inhibition | PhoP inhibition | Siah-1 displacement | HIV fusion peptide | LYP phosphatase | Myeloid diff 2 | NTR1 ag cell count 20 µM | Myeloid diff 2 GFP+ MAC1+ %
- CCc1ccc(/C=N/NC(=O)c2ccccn2)cc1
 : 5% | -9% | 2.1 | 1% | -1% | 1% | 1.5% | -1% | i | 53 | 0.7
- Clc1ccc(-c2cc(CSc3ccccc3)on2)cc1
 : -5% | -5% | 3.9 | 10% | -14% | -1% | 0.5% | -4% | i | 46 | 0.9
- O=C(N/N=C/c1c(O)n(Cc2ccccc2)c(=O)c2ccccc12)c1cccnc1
 : -2% | -2% | 2.6 | ? | 4% | -14% | 36% | 1% | i | 58 | 0.5
- CCN(CC)C(=O)c1cccc(C)c1
 : . | . | -0.7 | 4% | -7% | . | . | . | i | 59 | 1.9
- CCN(CC)S(=O)(=O)c1ccc(-c2nnc(SC)o2)cc1
 : 9% | 11% | -2.5 | 5% | 8% | -2% | -1.7% | -10% | i | 88 | 1.4
- CCc1ccc(Nc2n[n+](-c3ccccc3)c(-c3cccc(Cl)c3Cl)s2)cc1
 : . | . | 4.9 | 5% | 8% | . | . | . | i | 96 | 1.2
- Cc1ccc2cc(CCNS(=O)(=O)c3ccc(F)cc3)c(=O)[nH]c2c1
 : -3% | -2% | -1.3 | 10% | 1% | 1% | -0.5% | 1% | i | 51 | 3.2
- CC(C)(C)[C@H]1C=C(C(=O)Nc2ccccc2)O[C@@H](OCc2ccc(CO)cc2)C1
 : 7% | -18% | 7.8 | 5% | -13% | 4% | -0.3% | 2% | i | 71 | 1.4
- O=C(Nc1ccc(N2CCOCC2)cc1)C1CC(=O)N(c2ccc(F)cc2)C1 (configuration not stated)
 : 10% | -3% | 3.3 | 6% | -12% | 1% | 0.2% | 0% | i | 63 | 0.1
- CCSc1nnc(NC(=O)c2csc(C)c2)s1
 : -5% | 3% | 3.9 | -1% | 9% | 3% | -1.4% | -8% | i | 68 | 6.2
- CCN(CC)c1ccc(S(=O)(=O)N2CCOCC2)cc1NC(=O)CN1CCc2ccccc2C1
 : 14% | 33% | 1.1 | 6% | -1% | -9% | -1.2% | 4% | i | 61 | 0.2
- CCC1(C)Cc2[nH]c(=O)c(C#N)cc2CO1 (configuration not stated)
 : 5% | -1% | 0.0 | 3% | -11% | -2% | -1.1% | -17% | i | 40 | 0.2
- Cc1cccc(NC(=O)CSCC(=O)N2CCCc3ccccc32)c1
 : . | . | -0.1 | 2% | -6% | . | . | . | i | 51 | 0.4
- C/C(=C\C(=O)c1ccc(Cl)s1)N(C)C
 : -14% | -5% | 2.0 | 4% | -1% | 2% | -0.8% | -10% | i | 54 | 0.3
- Cc1ccc(S(=O)(=O)NCCNC(=O)c2ccc(C)nc2)cc1
 : 4% | -6% | 0.2 | -3% | -6% | -1% | 2.4% | -11% | i | 69 | 0.6
- CC(CN1CCOCC1)(NS(=O)(=O)c1ccccc1)c1ccccc1 (configuration not stated)
 : -12% | -2% | 1.0 | 1% | -6% | 0% | -0.5% | 2% | i | 56 | 2.8
- Cc1onc(-c2ccccc2Cl)c1C(=O)N1CCOC12CCN(c1cccc(F)n1)CC2
 : 1% | 5% | -0.1 | 7% | 3% | -6% | -0.7% | -6% | i | 90 | 0.1
- CCO[C@H]1OC(C(=O)NCc2nc3ccccc3[nH]2)=C[C@@H](C2CCCCC2)[C@@H]1CCCO
 : -2% | 14% | 0.2 | 11% | -9% | 10% | -1.0% | -4% | i | 78 | 2.5
- C=CCNC(=O)C(=O)Nc1cc2c3c(c1)CCC(=O)N3CCC2
 : -13% | -10% | 0.8 | 14% | -5% | 3% | -0.5% | -12% | i | 64 | 1.4
- Cc1c(Cl)c([N+](=O)[O-])nn1CC(=O)NCCCN1CCOCC1
 : -5% | -24% | -0.3 | 4% | -2% | 1% | 0.0% | 2% | . | 49 | .
- CN(C)S(=O)(=O)c1cccc(NC(=S)NCc2ccco2)c1
 : 10% | -8% | 2.5 | 8% | -8% | -1% | -0.5% | -4% | i | 60 | 0.3
- Brc1ccccc1C1N=C(c2ccccc2)NO1 (configuration not stated)
 : 7% | -4% | -1.2 | 2% | 0% | 2% | -0.9% | -7% | i | 37 | 0.2
- CCC(=O)Nn1c(C2CCC2)nc2ccccc2c1=O
 : 16% | 2% | -1.2 | 4% | 3% | 36% | 1.2% | -6% | i | 48 | 0.6
- COC(=O)c1sccc1NC(=O)Nc1ccc(F)cc1
 : -6% | 3% | -0.8 | 6% | 3% | 1% | 0.6% | -5% | i | 42 | 0.3
- COC(=O)c1sc(NC(=O)c2cc3c(s2)CCCC3)nc1C
 : 11% | -8% | 4.9 | 7% | -3% | -1% | 3.0% | 1% | i | 71 | 0.9
- COc1ccc(OC)c(/C=C2\Oc3cc(OCC(=O)N4CCC(C(=O)O)CC4)ccc3C2=O)c1
 : -2% | -21% | 1.0 | 3% | 0% | 1% | 2.2% | 2% | i | 98 | 2.1
- O=C(O)C1CCCCC1C(=O)N1CCCC1 (configuration not stated)
 : -1% | 11% | 0.1 | 0% | 7% | 4% | 0.7% | -12% | i | 49 | 0.2
- CSC(=CC(=O)c1ccccc1)SC
 : 6% | -7% | 1.4 | 15% | 4% | 3% | -0.4% | -2% | i | 71 | 0.6
- COc1ccc(Cl)cc1N1C(=O)/C(=C\c2sccc2C)N=C1SCC(=O)NC1CC1
 : 21% | -3% | 4.5 | 3% | -8% | -3% | -1.4% | -2% | i | 93 | 1.6
- O=C1O[C@H]([C@@H](O)CO)C(O)=C1O
 : . | . | 0.5 | 4% | -9% | . | . | . | i | 53 | 3.3
- CCCNC(=O)Cn1cnc2sc(C(=O)NCCN(CC)CC)c(C)c2c1=O
 : 16% | 9% | -0.8 | 2% | 17% | 2% | 2.7% | -8% | i | 49 | 1.3
- C=C(C)CCOC(=O)C(CC(=O)O)NCc1ccco1 (configuration not stated)
 : 1% | 10% | 0.2 | 13% | -5% | 14% | -0.4% | -6% | i | 62 | 0.6
- Cc1nnc(C)n1/N=C/c1cccn1C
 : 12% | 2% | -1.3 | 5% | -7% | 0% | -3.0% | -6% | i | 69 | 0.6

Screens as filed in PubChem BioAssay.
